AGP1-GFP MLPCN – modulators of AGP1-GFP expression in yeast TOR pathway, primary screen, cell-based, multiplex flow cytometry, S. cerevisiae, MLPCN library | 3 h; GFP as percent of DMSO wells | GFP response vs DMSO, % at 10 µM | actives 0.02% (n = 320,000) | AID 2066, 2009;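 active = GFP response relative to DMSO above a set limit, near screen average plus 3 SD, cut at about 150% in these data; inconclusive = fewer than 70 cells counted for the yeast strain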;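 note: median GFP channel fluorescence of the gated AGP1 strain per well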
MEX-5 binding – MEX-5 zinc finger RNA-binding disruptors – biochemical, C. elegans, fluorescence polarization, MLPCN library, primary screen | Zinc finger protein mex-5 (Caenorhabditis elegans), Q9XUB2 | MEX-5/FITC-TCR2 RNA binding; stronger effect = lower value | activity score (negative = inhibition of binding), % at 10 µM | actives 0.38% (n = 300,000) | AID 1832, 2009;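 active = inhibition past about -25% in most replicates, and total fluorescence under double the plate's negative control median, limit read from the data; inconclusive = replicates evenly split on the limit, or fluorescence at least double controls; inactive = too little inhibition in most replicates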;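 note: 0% = DMSO and -100% = 5 µM competing unlabeled TCR2 RNA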
Target sequence (Q9XUB2 whole entry, looked up): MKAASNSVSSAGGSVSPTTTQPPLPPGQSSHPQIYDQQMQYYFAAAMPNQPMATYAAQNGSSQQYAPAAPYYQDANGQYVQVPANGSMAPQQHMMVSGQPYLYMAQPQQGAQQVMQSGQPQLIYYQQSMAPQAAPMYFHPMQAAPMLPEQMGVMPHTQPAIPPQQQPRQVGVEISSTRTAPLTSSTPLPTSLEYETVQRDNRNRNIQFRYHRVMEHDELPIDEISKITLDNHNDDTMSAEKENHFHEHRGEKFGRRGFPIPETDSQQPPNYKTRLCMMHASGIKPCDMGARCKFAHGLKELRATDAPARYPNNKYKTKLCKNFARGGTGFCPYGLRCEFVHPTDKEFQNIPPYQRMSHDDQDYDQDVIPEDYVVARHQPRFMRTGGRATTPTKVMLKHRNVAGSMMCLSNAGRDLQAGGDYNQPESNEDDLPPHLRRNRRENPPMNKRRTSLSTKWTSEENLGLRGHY
Bcl-xL primary – inhibitors of human Bcl-xL, primary screen, biochemical, fluorescence polarization, HTS. inhibition, % at 10.9 µM. GST-Bcl-xL / FITC-Bim BH3 peptide fluorescence polarization. actives 0.7% (n = 320,000). Bcl-2-like protein 1 (Homo sapiens), Q07817. AID 2129, 2009;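 active = inhibition above the mean of all tested compounds plus 3 SD, cutoff set per campaign, cut at about 30% in these data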;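 note: 0% = DMSO wells and 100% = unlabeled Bim-BH3 peptide competitor; inhibitors lower millipolarization by displacing the labeled peptide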
Target sequence (Q07817 whole entry, looked up): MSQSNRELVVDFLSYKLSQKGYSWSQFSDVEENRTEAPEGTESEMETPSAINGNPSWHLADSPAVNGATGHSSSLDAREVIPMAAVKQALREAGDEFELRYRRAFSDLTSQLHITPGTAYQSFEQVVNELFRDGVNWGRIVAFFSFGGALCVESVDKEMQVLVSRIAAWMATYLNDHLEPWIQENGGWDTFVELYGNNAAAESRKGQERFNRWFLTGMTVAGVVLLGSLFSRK
VLA-4 inh – inhibition in human VLA-4 binding assay, primary screen, VLA-4 allosteric modulator project, MLPCN library, flow cytometry, VLA-4 expressing cells; actives 0.2% (n = 330,000); inhibition, % (about 7 µM as worked out from the volumes in the protocol); ligand binding flow cytometry; Integrin alpha-4 (Homo sapiens), P13612; in the data active = inhibition above about 50%
CIT2-GFP yeast – modulators of CIT2-GFP expression in yeast, primary screen, S. cerevisiae, GFP fusion, multiplex flow cytometry, MLPCN library. S. cerevisiae CIT2-GFP strain, 3 h; 100 means same as DMSO wells. GFP response vs DMSO, % at 10 µM. actives 0.065% (n = 320,000). AID 2029, 2009;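 active = GFP response relative to DMSO above a set limit, near the screen mean plus 3 SD, cut at about 150% in these data; inconclusive = Fewer than 70 cells measured for a yeast strain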;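 note: ratio of well median GFP fluorescence to mean of DMSO wells on the plate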
GRK2 inh – compounds blocking aptamer binding on GRK2 – biochemical, human GRK2, bead flow cytometry, HTS, primary screen; Beta-adrenergic receptor kinase 1 (Homo sapiens), P25098; FAM-aptamer displacement from GRK2; inhibition of aptamer binding, % at 10 µM; actives 0.59% (n = 330,000); AID 488847, 2010;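 active = inhibition of aptamer binding above 40%, roughly 3 SD of noise, on plates passing a quality check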;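 note: median bead fluorescence of bound FAM aptamer so fluorescent compounds give negative values; no value below 0 was filed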
MCL1-BIM inh – inhibitors of MCL1 binding to BIM-BH3, primary screen, biochemical, fluorescence polarization | Induced myeloid leukemia cell differentiation protein Mcl-1 (Homo sapiens), Q07820 | GST-MCL1 / FITC-Bim-BH3 fluorescence polarization | inhibition, % at 10.9 µM | actives 0.68% (n = 320,000) | AID 2057, 2009;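 active = inhibition above the mean inhibition of all tested compounds plus 3 SD, set per campaign, cut at about 40% in these data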;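 note: 0% = DMSO wells and 100% = unlabeled Bim-BH3 peptide control; higher means more loss of mP so more displacement of Bim peptide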
Target sequence (Q07820 whole entry, looked up): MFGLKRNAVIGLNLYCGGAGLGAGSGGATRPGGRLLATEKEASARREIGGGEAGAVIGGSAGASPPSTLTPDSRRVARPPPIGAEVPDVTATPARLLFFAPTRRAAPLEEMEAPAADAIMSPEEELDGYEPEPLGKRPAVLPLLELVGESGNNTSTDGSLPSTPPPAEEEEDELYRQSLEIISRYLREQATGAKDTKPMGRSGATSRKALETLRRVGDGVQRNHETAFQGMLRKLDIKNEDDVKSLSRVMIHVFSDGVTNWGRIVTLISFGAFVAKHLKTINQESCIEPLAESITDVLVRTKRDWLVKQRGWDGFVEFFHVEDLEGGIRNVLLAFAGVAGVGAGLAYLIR
GLD-1 TGE inh – GLD-1/TGE RNA complex disruptors, primary screen, biochemical, fluorescence polarization | Female germline-specific tumor suppressor gld-1 (Caenorhabditis elegans), Q17339 | purified GLD-1 + fluorescein TGE RNA | inhibition, % at 5.96 µM | actives 0.44% (n = 320,000) | AID 2280, 2010;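 active = percent inhibition above a per-plate cutoff, the plate mean of test compounds plus 3 SD, cut at about 30% in these data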;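 note: 0% = DMSO wells with GLD-1 and probe and 100% = wells lacking GLD-1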
Fam108B inh – mouse Fam108B serine hydrolase inhibitors, primary screen, counter-screen for RBBP9 inhibitor project, biochemical, fluorescence polarization; recombinant Fam108B, FP-Rh probe fluorescence polarization; inhibition, % at 9.51 µM; actives 0.33% (n = 300,000);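 active = inhibition above the screen mean inhibition plus 3 SD, computed separately per campaign, cut at about 18% in these data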;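 note: inhibitors lower polarization as less probe binds the enzyme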
Active calls of the source: *; ? = inconclusive; / = no result given; [ ] = remark or other dose. Outcome played no part in choosing rows; overall some 2.2% were active at least once.

SMILES	AGP1-GFP MLPCN	MEX-5 binding	Bcl-xL primary	VLA-4 inh	CIT2-GFP yeast	GRK2 inh	MCL1-BIM inh	GLD-1 TGE inh	Fam108B inh
CC(C)N1CC(C(=O)Nc2nc3ccccc3s2)CC1=O (centres undefined)	101	0.9	4	2	94	1	5	2	0
CCOc1ccc(-c2ccc(/C=C3/C(=N)N4C=CSC4=NC3=O)o2)c([N+](=O)[O-])c1	93	1.3	3	-13	90	0	-4	5	3
Cc1ccc(-c2nc3ccccc3c(=O)n2CCCn2ccnc2)cc1	102	2.1	1	14	94	2	-2	2	3
COc1ccc(NC(=O)c2ccc(-n3cccn3)nc2)c(OC)c1	96	-1.3	0	-1	93	3	-1	-2	0
CCOC(=O)c1ccc(NC(=S)N2CCN(CCNC3=CC(=O)CC(C)(C)C3)CC2)cc1	108	0.2	1	5	99	0	0	-2	3
C/C(=N\NC(=S)NC1CCCCC1)c1ccc(OC(F)F)cc1OC(F)F	101	-0.1	3	8	107	0	8	-2	-5
COc1ccc(CC(=O)N/N=C/c2c(C)n(C)c3ccccc23)cc1OC	104	-1.4	5	-7	96	0	5	9	3
CCSc1ccc([C@@H]2[C@@H]3C(=O)N(CC)C(=O)[C@@H]3[C@]3(C(=O)OC)CCCCN23)cc1OC	101	-2.0	8	26	94	2	2	1	-1
COCc1nnc(NC(=O)CCN2C(=O)c3ccccc3C2=O)s1	94	-3.1	2	3	89	0	6	-4	5
CCOC(=O)Cc1csc(NC(=O)c2ccc(C)c(S(=O)(=O)N3CCOCC3)c2)n1	93	/	1	0	94	0	5	4	/
COc1ccccc1CNC(=O)COC(=O)c1cc(-c2ccco2)nc2ccccc12	106	0.7	29	5	108	49*	72*	10	-1
CCc1cc(=O)[nH]c(SCCC(F)=C(F)F)n1	87	0.1	-2	3	/	2	3	-6	9
CCOC(=O)CSc1nnc(NCC(=O)OC)c(=O)[nH]1	113	-0.2	6	2	102	0	1	4	2
CCCC(=O)Nc1nc2ccc(S(N)(=O)=O)cc2s1	110	-0.3	-2	1	101	1	-1	2	-1
CC1=C(C(=O)Nc2ccccc2)C(c2ccc(C)o2)n2c(s/c(=C/c3ccccc3)c2=O)=N1 (centres undefined)	92	3.2	4	-4	91	0	4	3	-10
COc1ccccc1N1CCN(C(=O)CN(C2CCCCC2)S(C)(=O)=O)CC1	99	-0.4	2	-2	104	47*	-4	3	0
Cc1c(O)ccc(C(=O)CN2C(=O)c3ccccc3C2=O)c1O	112	-1.4	5	24	96	0	9	-4	3
O=C(Nc1ccccc1)/C(=C\c1ccco1)NC(=O)c1ccco1	88	-1.4	14	-3	86	0	15	17	0
Cc1ccc(-n2cc(CN3CCCN(C=O)CC3)c(-c3ccc(F)cc3)n2)cc1	90	4.6	3	4	95	0	4	7	-2
O=C(N/N=C/c1ccccc1O)c1cc[n+]([O-])cc1	98	-2.9	2	-22	98	0	10	8	2
CN1CCN(Cc2nc3c(c(=O)[nH]c(=O)n3C)n2Cc2c(F)cccc2Cl)CC1	96	-1.5	0	15	91	3	1	3	2
O=C(C1=C[C@@H](c2ccccc2)C[C@@H](OCc2ccc(CO)cc2)O1)N1CCCCCCC1	80	0.6	-2	-6	65	0	2	7	4
COc1ccc(CCC(=O)N2CCCC(Nc3ccccc3)C2)cc1OC (centres undefined)	102	-3.4	9	-13	101	2	10	1	5
O=C(Nc1cccc(NC(=O)c2cccc(F)c2)c1)c1ccccc1	96	-0.1	7	35	99	4	2	-6	-4
COc1ccccc1NC(=S)N(c1ccccc1)C(C)C	100	-0.2	3	15	91	2	8	14	3
Next entries.
SMILES	AGP1-GFP MLPCN	MEX-5 binding	Bcl-xL primary	VLA-4 inh	CIT2-GFP yeast	GRK2 inh	MCL1-BIM inh	GLD-1 TGE inh	Fam108B inh
COc1ccc([C@@H](C)NC(=O)CCc2nnc(-c3cc(C)on3)o2)cc1	96	1.1	9	4	95	1	1	7	10
CSc1cccc(NS(=O)(=O)c2cc(Br)cnc2N)c1	112	-2.3	1	7	103	0	-2	-1	-1
COc1cccc(/C=N/NC(=O)c2cc(C34CC5CC(CC(C5)C3)C4)[nH]n2)c1	96	1.3	9	26	85	1	6	9	-32
Cc1ccc(-c2nnc(-c3ccccc3S(=O)(=O)Cc3ccc(Cl)cc3)o2)cc1	115	2.4	6	1	108	0	6	3	-1
CCOC(=O)C(Cc1ccccc1)C(=O)c1ccco1 (centres undefined)	/	-2.6	5	/	/	/	4	2	0
COC(=O)c1sccc1NC(=O)c1cccc(OC)c1	93	-1.2	8	3	95	0	-3	4	-2
O=C(CSc1nnc(-c2ccc(Br)cc2)o1)Nc1cccc2ccccc12	101	4.3	-5	-4	107	1	-1	4	3
O=C(NCCNC1CCN(Cc2ccccc2)CC1)c1cccs1	106	-3.8	3	9	96	0	2	-1	1
Cc1occc1C(=O)Nc1cccc([N+](=O)[O-])c1C	103	-0.5	4	5	98	3	2	4	3
COc1ccc(CC(=O)Nc2c(C(=O)N3CCN(c4ccccc4)CC3)oc3ccccc23)cc1OC	110	-0.7	1	6	105	2	3	2	-2
CC(=O)N(Cc1cccnc1)Cc1cc2ccccc2[nH]c1=O	99	-1.3	1	0	88	0	-2	-29	3
COc1ccccc1N(C)S(=O)(=O)c1ccc(C(=O)N(C)Cc2ccc(Cl)s2)cc1	100	/	-2	2	96	0	-15	5	/
CCc1ccc2nc(SCC(=O)NCC3CCCO3)c(C#N)cc2c1 (centres undefined)	110	1.7	4	6	110	0	-7	0	-1
CCC/C(=N\NC(=O)c1ccc(OC)c(OC)c1)c1ccccc1	104	0.0	1	3	111	1	-5	-3	7
CN(CC(=O)Nc1ccc(S(=O)(=O)N2CCCC2)cc1)CC(=O)Nc1cccc(F)c1	95	-4.9	-4	17	95	0	-6	-9	0
Cc1cc(O)c(/C=N/Nc2cccc(Cl)c2)c(=O)o1	99	-3.9	17	20	123	0	19	-4	5
CCOC(=O)C1CCN(C(=O)c2cccnc2Cl)CC1	111	-0.2	2	13	114	0	-1	6	-2
O=C(Nc1ccc(Cl)cc1C(=O)NCC1CCCO1)c1ccc(Cl)cc1Cl (centres undefined)	?	0.2	0	2	?	1	2	3	3
O=C(COc1ccc(Br)cc1CO)N1CCCc2ccccc21	100	2.8	1	3	92	1	-4	-1	-3
CN(C)S(=O)(=O)N1CCN(c2ccccc2Cl)CC1	103	2.8	-2	-2	98	1	-4	-3	0
COc1cccc(-c2cc(=O)[nH][nH]2)c1	102	0.3	2	-3	96	0	6	1	-4
Cc1ccccc1SCC(=O)Nc1cc(S(=O)(=O)N2CCOCC2)ccc1N1CCOCC1	110	-2.2	5	23	106	2	5	-1	0
COc1ccc(C(F)(F)F)cc1N/C=C\c1nnnn1-c1ccc(C)cc1	104	0.9	1	-1	104	2	1	7	-2
O=C(c1noc2c1CCc1ccccc1-2)N1CCOCC1	89	0.1	7	/	103	0	9	-1	-5
CCn1c(-c2ccc3ncccc3c2)n[nH]c1=S	115	1.7	-9	0	108	1	-17	-3	0
(cont.)
SMILES	AGP1-GFP MLPCN	MEX-5 binding	Bcl-xL primary	VLA-4 inh	CIT2-GFP yeast	GRK2 inh	MCL1-BIM inh	GLD-1 TGE inh	Fam108B inh
Clc1cccc(Cl)c1C[n+]1ccc2ccccc2c1	84[may fluoresce violet]	2.1	11	-34	?	0	7	-14	0
COc1ccc(CC(=O)NCC2CCCN(Cc3ccc(F)c(OC)c3)C2)cc1 (centres undefined)	110	-0.7	3	18	109	0	2	5	3
OC(COC(c1ccccc1)c1ccccc1)CN1CCCCC1 (centres undefined)	112	1.1	4	5	104	0	2	-5	-5
O=C(CNC(=O)C1CCCCC1)Nc1ccccc1	94	0.0	6	15	96	1	11	2	2
O=C(CCNC(=O)c1ccco1)NC(Cc1c[nH]c2ccccc12)C(=O)O (centres undefined)	101	/	2	7	92	6	3	1	/
O=C1CN(C(=O)CSc2ccc(-c3ccc(F)cc3)nn2)c2ccccc2N1	86	-1.4	-2	3	83	0	-6	5	-4
Cc1nc(CSc2ccc(Cl)cc2)cs1	95	-3.0	3	-2	107	6	-6	4	0
COC(=O)Cn1cnc2c(nnn2-c2cccc(OC)c2)c1=O	102	0.8	3	19	101	2	-4	2	-1
COc1ccc(NC(=O)CN(c2ccc(Cl)cc2)S(C)(=O)=O)cc1OC	100	2.3	/	3	102	1	/	/	/
COc1ccc(C2C(C#N)=C(N)Nc3nc4ccccc4n32)cc1 (centres undefined)	99	-0.3	10	15	97	2	10	-1	1
CCN1C(=O)/C(=C/N(C)C)c2ccccc21	96	1.5	-2	21	/	1	3	3	-3
CC(=O)N/C(=C\c1ccccc1)C(=O)OCC(=O)c1ccccc1	117	-0.8	4	-14	105	1	4	2	0

Structures from the list above that contain a furan ring, fused or not (8):
SMILES	AGP1-GFP MLPCN	MEX-5 binding	Bcl-xL primary	VLA-4 inh	CIT2-GFP yeast	GRK2 inh	MCL1-BIM inh	GLD-1 TGE inh	Fam108B inh
CCOc1ccc(-c2ccc(/C=C3/C(=N)N4C=CSC4=NC3=O)o2)c([N+](=O)[O-])c1	93	1.3	3	-13	90	0	-4	5	3
COc1ccccc1CNC(=O)COC(=O)c1cc(-c2ccco2)nc2ccccc12	106	0.7	29	5	108	49*	72*	10	-1
CC1=C(C(=O)Nc2ccccc2)C(c2ccc(C)o2)n2c(s/c(=C/c3ccccc3)c2=O)=N1 (centres undefined)	92	3.2	4	-4	91	0	4	3	-10
O=C(Nc1ccccc1)/C(=C\c1ccco1)NC(=O)c1ccco1	88	-1.4	14	-3	86	0	15	17	0
CCOC(=O)C(Cc1ccccc1)C(=O)c1ccco1 (centres undefined)	/	-2.6	5	/	/	/	4	2	0
Cc1occc1C(=O)Nc1cccc([N+](=O)[O-])c1C	103	-0.5	4	5	98	3	2	4	3
COc1ccc(CC(=O)Nc2c(C(=O)N3CCN(c4ccccc4)CC3)oc3ccccc23)cc1OC	110	-0.7	1	6	105	2	3	2	-2
O=C(CCNC(=O)c1ccco1)NC(Cc1c[nH]c2ccccc12)C(=O)O (centres undefined)	101	/	2	7	92	6	3	1	/

Entries listed above shown as hits in MCL1-BIM inh:
SMILES | AGP1-GFP MLPCN | MEX-5 binding | Bcl-xL primary | VLA-4 inh | CIT2-GFP yeast | GRK2 inh | MCL1-BIM inh | GLD-1 TGE inh
COc1ccccc1CNC(=O)COC(=O)c1cc(-c2ccco2)nc2ccccc12 | 106 | 0.7 | 29 | 5 | 108 | 49* | 72* | 10

Bioassay records (PubChem)
